Bioassay records deposited in PubChem by several laboratories.
Hep lipid drop = modulators of hepatic lipid droplet formation | AML12 mouse hepatocytes, oleate lipid droplets, BODIPY imaging | inhibition, % at 6.5 µM | actives 0.4% (n = 240,000);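 active = lipid droplet intensity inhibited by at least 50%, with more than 500 cells counted; inconclusive = wells with under 300 cells, treated as cytotoxic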
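Material – AML12 mouse liver cells · Also added – oleate loading, 100 µM · Compound dosing – 6.5 µM single-point dosing · Times – overnight treatment with compound plus oleate · Measured by – fluorescence imaging, 20x objective, two fields per well · Read-out – percent inhibition of filter-corrected integrated lipid droplet intensity per well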
Dynein cargo inh = dynein cargo transport inhibition | 3617.4 mouse cells, GR-EGFP nuclear translocation imaging; test concentration mostly 20 µM; stimulated with dexamethasone, 1 µM; stronger effect = lower value | z-score, hits read low | actives 0.47% (n = 220,000) | AID 1381;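 active = plate z-score of nuclear minus cytoplasmic receptor signal below a set negative limit, without overly bright fluorescence or cell loss, cut at about -3.5 in these data, passing the limit was not always enough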;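 also: z-score of nuclear minus cytoplasmic ring GR-EGFP intensity difference per well; some compounds called inactive have numbers as strong as hits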
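Buffer or medium – tet-free medium with charcoal-stripped serum · Signal – automated 10x imaging of fixed Hoechst-stained cells · Also added – dexamethasone agonist, 1.0 µM final, for 30 min · Incubation – induction 48 h, compound 1 h, agonist 30 min · Read-out – GR-EGFP nuclear translocation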
Insulin prom up = MIN6 insulin promoter up-regulation; actives 0.3% (n = 190,000); MIN6 insulin promoter-GFP reporter, high-content imaging; stronger effect = higher value; z-score at 5 µM;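 active = z-score above 3 at 5 µM with at least 500 cells counted in the well; inconclusive = wells under 500 cells, flagged as cytotoxic or low count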
MT stabilize HCS = stabilizes microtubules in HeLa cells. actives 0.83% (n = 200,000). HeLa tubulin immunostaining HCS, 24 h; share of cells brighter than vehicle mean+2SD. AID 2205. % tubulin-high responders, % at 10 µM;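 active = plate Z-score above 3 for both tubulin-high and condensed-nucleus cell shares, with cell loss under 80%, at 10 µM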;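 also: anti alpha tubulin signal scored within the nucleus-defined area of each cell; some results filed as inactive read as strong as hits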
b-catenin transl = alters nuclear translocation of beta-catenin in HeLa cells; immunofluorescence imaging; nuclear translocation activity, % at 5 µM; actives 0.3% (n = 190,000); AID 1665;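 active = nuclear translocation activity above 50% at 5 µM, with a well cell count of 50 or more; inconclusive = wells under 50 cells across six images, flagged as toxic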;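 also: per-cell ratio of nuclear to cytoplasmic median beta-catenin stain intensity; plate controls were DMSO negative control for no effect and GSK-3 inhibitor IX positive control for full effect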
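Test system: human HeLa cells, native beta-catenin. Compound dosing: 5 µM primary single dose, 0.1% DMSO, 0.02–20 µM confirmation series. Incubation: compound exposure 24 h at 37°C. Detection: beta-catenin immunostaining with DAPI counterstain, 20x imaging, 6 fields/well. Read-out basis: Nuclear/cytoplasmic beta-catenin signal ratio, % activation.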
CSM14.1 death rescue = protection against thapsigargin-triggered cell killing – 384-well, CSM14.1, ATP luminescence, primary screen (AID 1222); 190,000 tested, under 10 active; CSM14.1 thapsigargin-induced death rescue, ATP luminescence; higher % means a stronger effect; cellular ATP content (survival), % at 20 µM; hits with a dose series show EC50 in µM;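 active = EC50 below 50 µM in the dose-response confirmation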;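 also: death triggered by thapsigargin at about 15 µM added after 2 h compound pretreatment; cell ATP read after overnight thapsigargin exposure of roughly 18 to 22 hours; normalized against plate controls of thapsigargin alone and 5% DMSO vehicle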
WT yeast gro inh = growth inhibition of WT yeast, mitochondrial fusion screen | actives 2.1% (n = 190,000) | mitochondrial fusion phenotypic screen, WT strain | AID 1362 | inhibition, % at 10 µM; in the data active = inhibition above about 58%; tested in S. cerevisiae
Autophagy mod = autophagy modulation, high-content screen; calls only at 10 µM (by protocol); actives 0.98% (n = 190,000); AID 463193; MEF GFP-LC3 puncta imaging; test concentration mostly 10 µM;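 active = percentage of spot-positive cells more than 3 SD above its plate mean, without a fluorescence outlier flag or 80% toxicity; inconclusive = no clear call, values can overlap the other calls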;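 also: spot-positive cell cutoff set from DMSO-treated cells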
XIAP displacement = XIAP antagonists, biochemical, IAP family, fluorescence polarization (AID 1018); XIAP BIR domain, fluorescence polarization peptide displacement; higher % means a stronger effect; displacement, % at 20 µM, or IC50 in µM where a hit was titrated; actives 0.007% (n = 200,000); in the data active = displacement above about 50%; also: a part of the inactive calls stands beside numbers as strong as those of hits
WT yeast gro inh mutant strain = second read-out of WT yeast gro inh, no call of its own (marks repeat the call); inhibition, %; mitochondrial fusion phenotypic screen, mutant strain inhibition
Dynein cargo inh cytoplasmic EGFP = recorded beside Dynein cargo inh, whose call it bears; z-score; measured here: cytoplasmic GR-EGFP intensity; stronger effect = higher value
Dynein cargo inh nuclear GR-EGFP = further read-out of Dynein cargo inh, marked with its call; z-score; measured here: nuclear GR-EGFP intensity;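 lower value marks the stronger effect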
Dynein cargo inh cell count = also measured in Dynein cargo inh; calls as there; z-score; measured here: cell count per field
Insulin prom up cell count = recorded beside Insulin prom up, whose call it bears; cell count; measured here: cytotoxicity, nuclei count;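 total cells summed across four imaged fields per well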
Hep lipid drop cells 6.5 µM = further read-out of Hep lipid drop, marked with its call; cell count; measured here: cell count, cytotoxicity flag;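 cells counted across two imaged fields per well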
b-catenin transl cell count 5 µM = also measured in b-catenin transl; calls as there; cell count; measured here: cell count, cytotoxicity flag
MT stabilize HCS Hoechst-high % = also measured in MT stabilize HCS; calls as there; % Hoechst-high responders; measured here: nuclear condensation Hoechst responders;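 share of cells brighter than vehicle mean plus two SD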
MT stabilize HCS cytotoxicity % = further read-out of MT stabilize HCS, marked with its call; toxicity, %; measured here: cytotoxicity by cell density;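 0% = mean cell density of plate MIN control wells and 100% = no cells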
Autophagy mod cell loss 18 h = recorded beside Autophagy mod, whose call it bears; toxicity, %; measured here: cell loss, nuclei count;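 cell loss after 18 h compound exposure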
Starred values were filed as active, the others as inactive; i = inactive; ? = inconclusive; . = no result given.

SMILES	Hep lipid drop	Hep lipid drop cells 6.5 µM	Dynein cargo inh	Dynein cargo inh cytoplasmic EGFP	Dynein cargo inh nuclear GR-EGFP	Dynein cargo inh cell count	Insulin prom up	Insulin prom up cell count	MT stabilize HCS	MT stabilize HCS Hoechst-high %	MT stabilize HCS cytotoxicity %	b-catenin transl	b-catenin transl cell count 5 µM	CSM14.1 death rescue	WT yeast gro inh	WT yeast gro inh mutant strain	Autophagy mod	Autophagy mod cell loss 18 h	XIAP displacement
CCCCc1ccc2[nH]cc(CCN)c2c1	.	.	-0.56	-0.15	-0.48	0.42	3.1*	1148*	1.6	2.1	5.0	-1.9	1430	-0.8%	-23	4	i	19	-13%
COc1cccc(N2CCN(Cc3cccc(Cl)c3)CC2)c1	.	.	-1.1	0.22	-0.63	0.92	-0.44	1265	6.4	3.1	6.2	-2.5	919	-2.1%	4	-3	i	13	-20%
Cc1ccccc1N1C(=O)NC(=O)/C(=C\c2ccc3c(c2)CCCN3Cc2ccccc2)C1=O	16	598	-1.1	0.4	-0.16	-0.14	.	.	3.0	2.8	6.5	3.5	977	-3.6%	-16	-24	i	8	-4.4%
CN1CCN(c2ccc(/C=C3\C(=O)NC(=S)N(c4cccc(Br)c4)C3=O)o2)CC1	-62	655	1.1	0.56	0.61	-1.4	.	.	4.8	2.9	7.1	.	.	-0.7%	4	-17	i	19	-4.3%
C=CCn1c(O)c(C(C)=O)c(=O)[nH]c1=O (tested in a mixture with another compound)	2	725	-0.75	-0.22	-0.37	0.62	-0.1	1128	.	.	.	1.6	1252	.	.	.	.	.	.
Cc1ccccc1N1C(=O)NC(=O)/C(=C\c2cnn(-c3ccccc3)c2)C1=O	15	635	3	-0.2	1.1	-1.5	-2.5	565	4.7	1.9	5.3	-0.9	1027	-0.8%	10	-3	i	10	-5.5%
O=c1c2ccccc2nc(/C=C/c2ccc([N+](=O)[O-])o2)n1-c1ccc(O)cc1	-38	669	-0.99	5.2	0.48	0.65	0.62	1414	2.4	2.5	2.5	6.9	768	-0.4%	-15	-11	i	13	-4.2%
Cc1cc(C)c(Cn2c(C(=O)O)c(C=O)c3ccccc32)c(C)c1	10	671	-0.064	0.29	0.19	0.077	0.8	1267	1.7	2.0	9.7	0.1	1044	-3.0%	7	-2	i	-27	-3.2%
CN1C(=O)N(C)C(=O)C(CCc2ccncc2)(Cc2ccc3c(c2)OCO3)C1=O	.	.	-0.92	-0.21	-0.28	0.81	0.68	1289	2.3	2.7	7.7	28	1205	-1.9%	-3	0	i	-1	-3.9%
CC1(C)C(=O)C=C[C@]2(C)[C@H]3CC[C@@]4(C)[C@H](c5ccoc5)OC(=O)[C@H]5O[C@]54[C@]3(C)[C@H](O)C[C@@H]12	-17	680	-2.6	0.41	-0.86	0.54	0.82	1053	12	8.5	8.0	.	.	0.3%	41	-19	i	-2	-11%
Cc1ccc(OCC(=O)N2CCN(Cc3ccc4c(c3)OCO4)CC2)cc1C	-2	564	0.79	0.019	0.48	-1.9	.	.	1.8	1.8	9.5	0.5	1552	2.9%	55	40	i	5	0.4%
CCCCn1c(O)c(C(C)=NCCCN(CC)CC)c(=O)[nH]c1=O	7	806	-0.81	-0.29	-0.68	-0.53	-0.5	923	5.2	2.7	3.7	-5.6	1146	2.3%	9	11	i	-14	-6.5%
O=c1[nH]c(=S)n(C2CC2)c(O)c1C=NCCc1ccccc1	31	708	-0.2	-0.24	-0.11	-0.19	0.38	1422	.	.	.	-3.8	1151	.	.	.	.	.	.
CN1C(=O)CN=C(c2ccccc2)c2cc([N+](=O)[O-])ccc21	7	811	.	.	.	.	-0.46	1446	.	.	.	-1.2	1116	-0.3%	-17	-14	.	.	-6.8%
COC1=CCC2([N+](=O)[O-])CN(C)CC1([N+](=O)[O-])C2 (stereo unspecified)	-1	632	-0.0065	-0.23	-0.21	0.15	0.52	1405	3.2	3.2	3.3	-1.5	1089	-0.8%	-9	-1	i	-2	-7.9%
FC(F)(F)c1cccc(N2CCNCC2)c1	18	755	.	.	.	.	0.11	1447	.	.	.	-1.8	1144	-2.6%	-1	3	.	.	-12%
CN(C)/C=C/C(=O)C(Cl)(Cl)Cl	0	698	0.28	-0.26	0.053	0.53	.	.	3.4	2.0	10	-0.7	1153	-1.5%	-6	9	i	-3	0.2%
CC(C)CC(=O)NC(Oc1ccc(Cl)cc1)C(Cl)(Cl)Cl (stereo unspecified)	.	.	-0.73	-0.065	-0.38	0.71	-0.99	1450	0.9	1.4	7.2	-0.5	1366	-0.5%	6	0	i	4	0.0%
Cc1c(C(=O)N2CCC3(CC2)OCCO3)oc2ccc(S(=O)(=O)N3CCOCC3)cc12	-10	686	1.2	-0.046	0.96	-1.5	-0.37	1964	2.5	1.4	2.2	-0.9	1069	-1.3%	2	4	i	-3	-1.8%
CC(C)OC(=O)Nc1ccc(N=C(N)N[N+](=O)[O-])cc1	0	701	-0.32	-0.33	0.33	0.22	0.13	1294	2.6	1.5	1.4	-0.1	1033	-0.4%	19	3	i	-2	-5.8%
O=[N+]([O-])c1cccc(C2N3CCCN23)c1 (stereo unspecified)	0	687	-0.021	-0.24	0.19	0.077	-0.27	1537	1.2	1.1	5.2	-0.8	1085	-0.6%	9	2	i	12	-2.4%
FC(F)(F)c1ccccc1CN1CCN(Cc2ccccc2)CC1	4	818	0.53	-0.29	0.39	1.4	0.63	944	2.3	1.6	5.9	-1.7	1141	-2.6%	-6	-6	i	-12	-9.9%
Cc1ccc(N2C(=O)NC(=O)/C(=C/c3ccc(OC(=O)c4cccs4)cc3)C2=O)cc1	.	.	-0.4	-0.2	-0.3	0.74	-0.15	1467	1.7	1.5	6.5	-0.1	1428	-1.8%	-15	5	i	5	-0.9%
CCN(CC)c1ccc(CN(C)CCc2ccc(OC)c(OC)c2)cc1	.	.	-0.66	-0.22	0.34	1.1	-0.79	1016	1.9	1.5	2.8	0.9	1411	-0.9%	-2	-16	i	-12	-0.4%
O=C(Cn1c2c(c(-c3ccccc3Cl)cc1=O)CCC2)N1CCC2(CC1)OCCO2	8	656	-1.2	0.29	-0.33	1.1	1.5	1084	4.2	2.5	6.8	-0.9	1019	.	5	4	i	-5	-7.9%
Cc1ccc(Cl)cc1-n1c(O)c(C=NCCCN2CCOCC2)c(=O)[nH]c1=O	.	.	-0.33	-0.22	-0.16	0.76	0.86	1098	1.6	1.9	7.8	-0.7	1102	-0.8%	-6	5	i	27	-6.9%
Clc1ccc2c(c1)C(c1ccccc1Cl)=NCc1nncn1-2	-6	684	-0.66	-0.26	-0.71	1.3	.	.	2.8	2.0	6.8	.	.	6.1%	-11	-16	i	-12	-6.3%
CCOP(=O)(OCC)Oc1cc(C)c(N(C)C)c(C)c1	-17	817	-0.16	-0.22	-0.25	0.6	-0.48	1301	.	.	.	-1.6	1169	.	.	.	.	.	.
COc1ccc2c(c1)c(CCN)c(C)n2Cc1ccccc1	-10	703	-0.14	0.026	-0.054	1.3	0.75	1064	.	.	.	3.4	1313	.	.	.	.	.	.
O=C(c1ccc(Br)cc1)C12CN3CN(CN(C3)C1)C2	0	813	-0.39	-0.3	-0.25	0.31	-0.5	1247	4.3	2.6	9.6	-0.7	1085	-0.3%	-4	-4	i	0	-5.7%
COc1cccc(C2(O)CCN(Cc3ccncc3)CC2)c1	-1	633	-0.68	-0.32	-0.017	0.24	.	.	2.4	0.9	5.3	0.1	1586	-1.2%	-2	2	i	17	-8.9%
CN1CCC(c2c[nH]c3ccccc23)C1 (stereo unspecified)	-1	626	-0.77	-0.77	-0.65	0.67	1.1	925	.	.	.	-1.2	1309	.	.	.	.	.	.
CCOC(=O)C1C(=O)NC2(C)CC1c1cc(OC)ccc1O2 (stereo unspecified)	.	.	0.75	-0.21	0.6	0.4	?	.	2.6	2.2	4.9	-7.6	863	-2.5%	-19	12	i	2	-2.8%
CCCCN1C(=O)/C(=C/c2ccc(N3CCCCCC3)cc2)C(=O)NC1=S	1	605	-0.16	-0.22	-0.23	0.027	-0.07	1518	4.4	2.8	9.6	-0.3	1086	2.7%	14	10	i	8	-3.7%
CN(C)C(=O)Oc1c(Cl)cc(Cl)c2ccccc12	.	.	0.76	-0.1	0.029	-0.2	0.55	896	1.0	2.2	20	.	.	1.5%	13	10	i	-5	-4.7%
O=[N+]([O-])c1ccc(N2CCCC2)c2ccncc12	-3	727	-0.7	-0.17	-0.35	0.62	-1.6	1297	1.5	2.8	8.2	-1.2	1072	2.4%	-9	-8	i	11	-4.4%

Not all compounds are listed. The share of hits here may be higher or lower than overall.
